Assay outcomes as filed in PubChem.
SENP8 block-1 – SENP8 protease inhibitors, primary screen, biochemical, luminescence; Sentrin-specific protease 8 (Homo sapiens), Q96LD8; purified SENP8, Z-RLRGG-aminoluciferin cleavage; inhibition, % at 10 µM; 330,000 tested, 1.2% active; AID 2540, 2010; in the data active = inhibition above about 50%
Target sequence (Q96LD8 whole entry, looked up): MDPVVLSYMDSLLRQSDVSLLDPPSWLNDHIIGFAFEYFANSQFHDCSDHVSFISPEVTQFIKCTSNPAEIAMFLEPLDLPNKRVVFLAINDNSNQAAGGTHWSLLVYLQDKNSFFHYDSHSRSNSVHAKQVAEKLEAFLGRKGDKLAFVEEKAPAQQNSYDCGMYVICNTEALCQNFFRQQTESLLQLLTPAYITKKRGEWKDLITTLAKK
SENP1 FRET inh – human SENP1 catalytic domain inhibitors, primary screen, biochemical, FRET, uHTS; Sentrin-specific protease 1 (Homo sapiens), Q9P0U3; recombinant SENP1 catalytic domain, CyPet-SUMO1-YPet FRET cleavage; inhibition, % at 10 µM; 360,000 tested, 0.21% active; AID 624204, 2012;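 active = inhibition at least 30% at 10 µM, raw YFP signal under a set limit, fluorescence ratio 0.5 to 1.5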;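 note: 0% = enzyme with DMSO and 100% = no enzyme wells; some results filed as inactive read as strong as hits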
Target sequence (Q9P0U3 419-644 limits assumed): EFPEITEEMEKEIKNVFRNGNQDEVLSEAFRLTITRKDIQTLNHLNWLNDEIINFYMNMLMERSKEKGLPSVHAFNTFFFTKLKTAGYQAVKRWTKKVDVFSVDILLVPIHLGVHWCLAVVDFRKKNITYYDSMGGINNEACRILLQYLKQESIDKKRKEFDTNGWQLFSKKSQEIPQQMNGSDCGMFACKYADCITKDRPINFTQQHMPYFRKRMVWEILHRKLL
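material = recombinant human SENP1 catalytic domain, His6-tagged | quantity = 20 pM enzyme | reagent = 25 nM SUMO1 FRET substrate | compound dosing = 10 µM single point, 0.5% DMSO | timing = 50 min enzyme reaction, room temperature, light-protected | detection = FRET, CFP and YFP emission | control set = no-enzyme low, enzyme-DMSO high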
PfGluPho inh – PfG6PD enzyme inhibitors, primary screen, biochemical, fluorescence intensity, uHTS; glucose-6-phosphate dehydrogenase-6-phosphogluconolactonase (Plasmodium falciparum 3D7); PfGluPho enzyme, NADPH resazurin-diaphorase fluorescence; inhibition, % at 20 µM; 350,000 tested, 0.78% active;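 active = inhibition reaching at least a set limit at 20 µM in the primary screen, cut at about 59% in these data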;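 note: 0% = DMSO wells with substrate and 100% = DMSO wells lacking glucose-6-phosphate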
SENP7 block – SENP7 protease inhibitors, primary screen, biochemical, luminescence, uHTS | 330,000 tested, 1.5% active | recombinant SENP7, Z-RLRGG-aminoluciferin luminescence, 40 min | inhibition, % at 5 µM | Sentrin-specific protease 7 (Homo sapiens), Q9BQF6;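 active = inhibition above about 50% at the single test dose, limit read from the data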;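 note: plate controls were DMSO with enzyme for no effect and no enzyme buffer wells for full effect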
Target sequence (Q9BQF6 706-1050 limits assumed): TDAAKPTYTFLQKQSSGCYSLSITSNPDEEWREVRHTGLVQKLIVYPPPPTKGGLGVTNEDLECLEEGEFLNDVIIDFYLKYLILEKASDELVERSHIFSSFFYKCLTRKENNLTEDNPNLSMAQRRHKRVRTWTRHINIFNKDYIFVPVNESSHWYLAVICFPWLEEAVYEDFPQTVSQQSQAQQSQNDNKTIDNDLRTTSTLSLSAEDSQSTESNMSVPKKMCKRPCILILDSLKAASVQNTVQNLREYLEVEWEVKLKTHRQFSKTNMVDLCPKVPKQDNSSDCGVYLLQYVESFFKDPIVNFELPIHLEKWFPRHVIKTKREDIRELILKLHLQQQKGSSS
Apaf-1 inh – inhibitors of human Apaf-1 apoptosome, primary screen, biochemical, DEVD-Rh110 fluorescence, uHTS; Apoptotic protease-activating factor 1 (Homo sapiens), O14727; reconstituted apoptosome caspase-3 activity; inhibition, % at 20 µM; 330,000 tested, 0.71% active; active = inhibition of at least 40% at 20 µM;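 note: plate controls were DMSO wells for no effect and DEVD-CHO caspase inhibitor wells for full effect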
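System: Apoptosome proteins | Medium: Hepes pH 7.5 with detergent and BSA | Also added: Cytochrome c trigger plus (Z-DEVD)2-Rh110 caspase-3 substrate | Incubation: 30 min compound preincubation, 50 min activation, room temperature | Detection: Rhodamine 110 fluorescence at Ex 480/Em 540 nm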
SENP6 block – SENP6 protease inhibitors, primary screen, biochemical, luminescence, uHTS; Sentrin-specific protease 6 (Homo sapiens), Q9GZR1; Recombinant SENP6 catalytic domain, aminoluciferin luminescence; inhibition, % at 10 µM; 330,000 tested, 1.8% active; AID 2599, 2010;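 active = inhibition above about 50% at the single tested dose, limit read from the data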;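 note: plate controls were DMSO wells with enzyme for no effect and DMSO wells lacking enzyme for full effect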
SENP8 block-2 – human SENP8 protease inhibitors, primary screen, biochemical, fluorescence, Nedd8 protein substrate, uHTS | Sentrin-specific protease 8 (Homo sapiens), Q96LD8 | recombinant SENP8 | inhibition, % at 20 µM | 360,000 tested, 0.64% active | AID 602440, 2012; in the data active = inhibition mostly above about 40%, no sharp cut-off; inactive = mostly below about 27%
HKDC1 inh – HKDC1 hexokinase inhibitors, primary screen, biochemical, fluorescence, uHTS; recombinant HKDC1, G6PDH/diaphorase resazurin coupled fluorescence; 340,000 tested, 0.16% active; AID 493160, 2011; inhibition, % at 20 µM;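 active = inhibition above about 35% when tested at 20 µM, limit read from the data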;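 note: plate controls were DMSO wells with enzyme for no effect and DMSO wells lacking enzyme for full effect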
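Test system: Recombinant HKDC1 (HK5) hexokinase enzyme, produced in-house | Input: HKDC1 at 5 µg/mL | Buffer or medium: Tris pH 8.0 buffer with MgCl2, Tween-20, BSA, BME | Schedule: 90 min reaction incubation at room temperature, dark | Technique: Resazurin-to-resorufin fluorescence via G6PDH and diaphorase coupling, 525/613 nm | Controls: DMSO wells with and without enzyme mix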
* = called active by the depositor; & = joins results of further samples.

SMILES	SENP8 block-1	SENP1 FRET inh	PfGluPho inh	SENP7 block	Apaf-1 inh	SENP6 block	SENP8 block-2	HKDC1 inh
CC1CCC(NC(=O)c2cc(C3CC3)nn2-c2ccccc2)CC1 (stereo not drawn)	0	2	39	7	20	5	-2	3
O=C(COC(=O)c1c2c(nc3ccccc13)/C(=C\c1cccs1)CCC2)Nc1ccccc1Cl	5	-42	13	7	1	12	-380	16
C/C(=N\NC(=O)c1cc(Br)ccc1O)c1cccs1	34	-2	26	19	-12	63*	-231	-4
COc1ccc2c(c1)c(C(C)=O)c(C)n2CCc1ccc(OC)c(OC)c1	3	2	-16	-2	5	13	1	2
CCC1Nc2ncnc(N3CCN(c4ccccc4)CC3)c2N(Cc2ccccc2)C1=O (stereo not drawn)	-12	1&2	-2	-1	60*	-3	0&2	1
Cc1ccc(C(=O)NC(=S)Nc2cc(-c3nc4ccccc4s3)ccc2C)cc1	14	-4	-10	5	9	5	-279	4
O=C(CN1C(=O)c2ccccc2C1=O)Nc1ccccc1C(=O)NC1CCCCCC1	10	1	1	3	3	3	24	-4
Cc1ccc(CNC(=O)c2ccc(Cn3nc(C)c(Cl)c3C)o2)cc1	-2	-5	-2	4	21	-5	-56	8
CCC(CC)C(=O)c1c[nH]c(C(=O)N2CCN(c3ccc(OC)cc3)CC2)c1	-11	1	-5	-12	12	-5	-2	2
Cn1c(C(=O)OCC(=O)NCc2ccco2)cc2sccc21	0	-2	22	7	-3	-8	5	15
CC1CN(CCc2ccccc2)c2nc3c(c(=O)n(C)c(=O)n3C)n2C1 (stereo not drawn)	-13	-1	0	-12	6	-13	9	5
COC(=O)C1C(C(C)C)N(c2ccccc2)OC1(C)O (stereo not drawn)	1	0	42	-8	-23	-8	21	-12
O=C(CC12CC3CC(CC(Br)(C3)C1)C2)NC1CCCC1	5	1	3	-1	5	10	24	3
COCCn1c(COc2cccc(OC)c2)nnc1SCC(=O)N1CCOCC1	0	2	-4	7	-12	-7	16	-12
Cc1ccc(N(CC(=O)Nc2cc(C)cc(C)c2)S(=O)(=O)c2c(C)noc2C)cc1	1	2	9	6	29	0	-10	1
O=C1CN(c2ccc(F)cc2)C(=S)N1c1ccccc1	-2	1	8	1	9	-14	15	2
CCOc1ccc(N(CC(=O)NCc2ccco2)C(=O)CCC(=O)Nc2nccs2)cc1	-7	-2	2	-8	4	-28	3	-2
CC(C)c1nnc(NC(=O)CCC(=O)N2CCC(Cc3ccccc3)CC2)s1	0	2	0	3	19	-2	7	-4
O=C(CCSc1ccccn1)Nc1ccc(Br)cc1	-5	0	-20	0	0	-22	12	-9
CCOC(=O)C1CCCCN1Cc1cn(C)nc1-c1ccccc1F (stereo not drawn)	-4	-4	-1	-1	-10	-6	24	-4
CCN(C[C@H]1N[C@@](Cc2ccccc2)(C(=O)OC)[C@H]2C(=O)N(Cc3ccccc3)C(=O)[C@@H]12)S(=O)(=O)c1ccc(C(F)(F)F)cc1	2	0	21	4	5	12	8	0
CCOC(=O)CN(C(=O)CNC(=O)c1ccco1)C(C(=O)NC1CCCC1)c1ccccc1OCC (stereo not drawn)	-3	1	12	9	-2	2	22	5
COc1ccc(CCNC(=O)C2CCN(C(=O)c3ccc(Cl)cc3)CC2)cc1	23	0	9	3	-10	0	13	-7
Cc1ccc(C(=O)Nc2ccccc2N2CCCC2)s1	6	-3	12	1	7	-5	-30	7
CS(=O)(=O)c1sc(C(=O)NC(=O)Nc2cccc(C(F)(F)F)c2)c2c1C=CCC2	-4	-1	0	18	-13	-16	8	-1
Cc1cc(=O)oc(C)c1C(=O)NC1CC(C)(C)NC(C)(C)C1	2	1	-9	-1	3	-12	9	-10
O=C(CCN1C(=O)C2C3C=CC(C3)C2C1=O)N1CCN(c2ccccc2F)CC1 (stereo not drawn)	-8	0	-10	-5	1	-6	10	-2
CC(=O)Nc1cccc(C(=O)NC(C)c2ccc(-n3ccnc3)cc2)c1 (stereo not drawn)	-11	1	-3	-10	41*	-25	-5	-2
COC(=O)C(O)(NC(=O)NC(C)=O)C(F)(F)F (stereo not drawn)	4	2	-10	-6	-6	-18	24	-6
CCN(CC(=O)Nc1ccc(NC(C)=O)cc1)CC(=O)Nc1ccc(Cl)c(Cl)c1	4	3	-14	-1	-3	-13	9	-9
COc1cccc(-c2cccc(NC(=O)C3CCN(Cc4ccc(CO)o4)CC3)c2)c1	6	-2	3	-2	-1	-9	7	-7
CCOC(=O)c1c(NC(=O)CN(C)C)sc(C(=O)N(CC)CC)c1C	1	-1	11	1	-5	-15	16	-4
Cc1ccc(NC(=O)COc2coc(CN3CCc4ccccc4C3)cc2=O)cc1Cl	-6	-23	6	-11	19	6	3	-4
COC(=O)c1ccc(C(=O)OC)c(NC(=O)C(C)C)c1	-4	-2	-6	0	5	-9	-200	-2
COC(=O)c1ccc(NC(=O)c2ccc3c(c2)C(=O)N(C)C3=O)cc1	17	3	14	0	-14	-9	-6	-7
COc1ccc(Cl)cc1Nc1nc(NCCO)nc(N2CCCCC2)n1	-1	-1	22	0	8	-15	2	1
CCOc1ccc(S(=O)(=O)Nc2nc3ccccc3nc2-n2ccc(=NC(=O)c3ccccc3C)cc2)cc1	8	-6	1	6	6	-7	-27	6
CCOC(=O)c1c(N)sc(N)c1C(=O)OCC	3	-1	53	4	3	-12	-4	-17
Cc1ccc(C2(c3noc(CN4CCOCC4)n3)CCCC2)cc1	-2	5	-4	-2	-4	-16	19	-7
CS(=O)(=O)N1CCc2cc(C(=O)N3CCCC3)ccc21	1	1	5	-2	-5	7	2	-8
Nc1nc(N)nc(-c2cccc(Cl)c2)n1	-4	-2	8	-1	-1	-4	32	-8
O=C(COC(=O)c1ccccc1F)c1ccc(-n2nncc2-c2ccco2)cc1	-5	0	16	-7	5	-3	12	-1
COc1ccccc1N1CCN(C(=O)C2c3ccccc3Oc3ccccc32)CC1	-6	0	5	-6	39	0	4	3
COc1ccc(CSCC(=O)NCCC(C)C)cc1	5	3	-4	9	-6	-18	4	-13
CC(=O)c1cnn(-c2ccccc2)c1C	3	3	-16	10	-6	5	10	-1
Cc1nn(Cc2cccc(F)c2)c(C)c1NC(=O)c1ccc(COc2ccccc2Cl)cc1	1	3	16	0	5	6	12	9
CCCCn1nc(C(=O)Oc2ccc3c(C)cc(=O)oc3c2)c2ccccc2c1=O	-3	-132	19	-6	1	2	-391	-3
NC(=O)C(NC(=O)OCc1ccccc1)c1ccccc1 (stereo not drawn)	7	2	-16	0	2	-5	1	0
CCOC(=O)c1cnn(-c2cc(Oc3ccccc3)ncn2)c1N	-4	-1	-10	-18	9	-13	23	-3
CCC1(c2ccccc2)NC(=O)N(CC(=O)Nc2ccccc2C(=O)NC2CCCC2)C1=O (stereo not drawn)	-7	-1	-4	12	8	-15	-24	-2
CCN(CC(=O)NCc1ccc(Cl)cc1)C(=O)CCOc1ccccc1C	-7	0	9	-6	17	-6	12	6
CCOCCc1c(O)nc(SCCOc2ccc(C)c(C)c2)[nH]c1=O	5	-1	-8	6	-23	-1	9	-2
COc1ccc(OCc2cc(C(=O)NC(C)Cc3ccccn3)no2)c(Cl)c1 (stereo not drawn)	-13	0	2	-13	7	-7	10	2
CCOc1ccc2c(c1)C(c1ccccc1)=NNC(c1ccccc1)=N2	0	7	9	16	7	-11	8	-4
COCCN(C(=O)CN1CCCc2ccccc21)c1c(N)n(Cc2ccccc2)c(=O)[nH]c1=O	3	-32	1	7	3	3	-73	-5
COc1cc(C(=O)NCc2ncccc2C)ccc1OC1CCN(C(C)=O)CC1	4	-3	0	-4	0	0	11	-7
COc1ccc(OC)c(-c2cc(C(=O)NCCCn3ccnc3)no2)c1	-7	0	-2	5	-10	-20	-295	-12
COc1ccccc1C(=O)NNC(=O)c1ccc(NC(=O)c2ccccc2)cc1	1	2	49	12	3	5	-7	-11
Cn1c(CCNC(=O)c2ccccc2F)nnc1SCC(=O)Nc1ccccc1F	4	0	-3	1	-8	-8	8	-6
Cc1nn(-c2ccccc2)cc1/C=N/O	-8	2	-7	5	-6	-13	3	-6

Marked active in SENP6 block (from the list above):
structure	SENP1 FRET inh	PfGluPho inh	SENP7 block	SENP6 block	HKDC1 inh
C/C(=N\NC(=O)c1cc(Br)ccc1O)c1cccs1	-2	26	19	63*	-4

(more compounds)
SMILES	SENP8 block-1	SENP1 FRET inh	PfGluPho inh	SENP7 block	Apaf-1 inh	SENP6 block	SENP8 block-2	HKDC1 inh
CC(C)(C)c1ccc(OCc2cnc(Cl)s2)cc1	0	-2	3	0	10	-3	17	11
O=[N+]([O-])c1ccccc1S(=O)(=O)Nc1cccc(-c2ccc3nncn3n2)c1	-7	1	-7	-1	4	-5	-3	-1
CCOC(=O)c1ccc(NC2c3ccccc3C(=O)N2c2cccnc2)cc1 (stereo not drawn)	-2	0	-2	-5	15	-2	-1	-4
COc1ccc(N2CCN(S(=O)(=O)c3c(C)[nH]c(C)c3C(=O)N3CCCC3)CC2)cc1	3	1	-18	7	3	-3	13	-3
CCCCC(=O)Nc1cccc(NC(=O)c2cccnc2Cl)c1	-4	2	13	-9	-12	-15	8	0
O=C(CN1CCc2ccccc21)NCc1ccccc1Cl	2	-8	8	2	-5	-23	7	-11
CC1c2cc3c(cc2CCN1C(=O)c1cccc(Cl)c1)OCCCO3 (stereo not drawn)	-16	-8	-1	4	12	-14	-4	1
Cc1nc(C(=O)NCC(=O)c2ccc(Cl)cc2)c(C(F)(F)F)o1	-8	3	-11	9	-14	-4	12	1
CC(C)(C)c1ccc(/C=C/C(=O)Nc2cccnc2)cc1	76*	-1	0	83*	20	85*	18	3
c1cnc(N2CCN(Cc3c[nH]c4ccccc34)CC2)nc1	1	-2	7	1	7	4	23	-8
C[C@H](NC(=O)C1CCN(S(=O)(=O)c2ccccc2)CC1)C(=O)NCc1ccccc1	-4	2	-10	3	0	13	16	-2
CCOc1ncccc1C(=O)OCC(=O)Nc1c(C)cccc1C	4	1	7	9	-3	14	8	-4

Five entries from above, with values under each structure.
Under each structure: SENP8 block-1 | SENP1 FRET inh | PfGluPho inh | SENP7 block | Apaf-1 inh | SENP6 block | SENP8 block-2 | HKDC1 inh
> C[C@H](NC(=O)C1CCN(S(=O)(=O)c2ccccc2)CC1)C(=O)NCc1ccccc1
  -4 | 2 | -10 | 3 | 0 | 13 | 16 | -2
> O=C(CN1CCc2ccccc21)NCc1ccccc1Cl
  2 | -8 | 8 | 2 | -5 | -23 | 7 | -11
> Cc1nc(C(=O)NCC(=O)c2ccc(Cl)cc2)c(C(F)(F)F)o1
  -8 | 3 | -11 | 9 | -14 | -4 | 12 | 1
> c1cnc(N2CCN(Cc3c[nH]c4ccccc34)CC2)nc1
  1 | -2 | 7 | 1 | 7 | 4 | 23 | -8
> CCOC(=O)c1ccc(NC2c3ccccc3C(=O)N2c2cccnc2)cc1 (stereo not drawn)
  -2 | 0 | -2 | -5 | 15 | -2 | -1 | -4
